Bioassay records from PubChem.
Tau fibril ThT: inhibitors of human tau fibril formation, thioflavin T binding. recombinant tau K18 P301L, heparin-induced fibrillization, ThT fluorescence. Potency, µM (doses to about 57.4 µM), for the others: at the highest dose activity, negative = inhibition, actives largely listed as inhibitors. 270,000 compounds, 2.1% hits. AID 1460; further: nearly all actives have a fitted effect of over 55% in size
Target sequence (P10636 561-689 P618L limits assumed): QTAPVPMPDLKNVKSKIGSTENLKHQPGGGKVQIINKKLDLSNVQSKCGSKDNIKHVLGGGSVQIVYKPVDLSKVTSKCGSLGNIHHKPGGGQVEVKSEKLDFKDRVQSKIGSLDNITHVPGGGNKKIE
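Tau K18 P301L fragment (15 uM unlabeled plus 0.24 uM Alexa 594-labeled) in 100 mM sodium acetate pH 7 with compound, fibrillization induced by 20 uM heparin for 6 hr at 37 C. Thioflavin T (30 uM) added, fluorescence read after 1 hr (ex 450, em 510 nm).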
Tau fibril FP: blocks human tau fibril formation measured by polarization. 280,000 compounds, 0.39% hits. K18 P301L tau heparin fibrillization, Alexa594 FP, 6 h. Potency, µM (series often up to 57.7 µM), for the others: top-dose activity, negative = inhibition, hits mostly inhibitors. P10636. AID 1468; further: nearly all actives have a fitted effect of over 55% in size
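Compound effects on tau fibrillization are measured by Alexa 594 fluorescence polarization (ex 555, em 632 nm). K18 P301L tau is used at 15 uM with 0.24 uM labeled tracer, and 20 uM heparin induces aggregation over 6 hr at 37 C.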
Tau fluor cs: counter-screen for tau fibril formation inhibitors. tau K18 P301L Alexa594 fluorescence, heparin fibrillization. Potency, µM (series often up to 57.7 µM), for inactives: at the highest dose activity change, negative = decrease. 280,000 compounds, 0.93% hits; further: nearly all actives have a fitted effect of over 55% in size
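Human tau K18 P301L (15 uM unlabeled, 0.24 uM Alexa 594-labeled) in 100 mM sodium acetate pH 7 with 20 uM heparin, 6 hr at 37 C. ThT 30 uM added, 1 hr ambient; Alexa 594 FP and total fluorescence read at 555/632 nm.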
TexasRed fluor: alters Texas Red total fluorescence, flagging assay interference; TRb/SRC2 Texas Red total fluorescence interference; Potency, µM (series often up to 106 µM), for inactives: at the highest dose fluorescence change, negative = quenching; 280,000 compounds, 0.29% hits; AID 1479; active means well fitted curve in either direction with a large enough effect; inconclusive means small, poorly fitted or top-dose-only effect
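Human TRβ ligand-binding domain (0.6 uM) and Texas Red SRC2 peptide (20 nM) in Tris buffer with 1 uM T3 and 5% DMSO were incubated with pinned compound for 5 hr at ambient temperature. Total fluorescence was computed as S + 2P (555/632 nm).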
GLA spleen mod: alpha-galactosidase A (human) modulation. P06280. AID 2107. Potency, µM (series often up to 80 µM), inactives show at the highest dose activity change, negative = inhibition, actives largely listed as inhibitors. human spleen homogenate, 4MU-alpha-Gal fluorescence, 40 min. 240,000 compounds, 0.008% hits;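 further: 0% = enzyme with vehicle and -100% = no enzyme basal signal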
Target sequence (P06280 32-429 limits assumed): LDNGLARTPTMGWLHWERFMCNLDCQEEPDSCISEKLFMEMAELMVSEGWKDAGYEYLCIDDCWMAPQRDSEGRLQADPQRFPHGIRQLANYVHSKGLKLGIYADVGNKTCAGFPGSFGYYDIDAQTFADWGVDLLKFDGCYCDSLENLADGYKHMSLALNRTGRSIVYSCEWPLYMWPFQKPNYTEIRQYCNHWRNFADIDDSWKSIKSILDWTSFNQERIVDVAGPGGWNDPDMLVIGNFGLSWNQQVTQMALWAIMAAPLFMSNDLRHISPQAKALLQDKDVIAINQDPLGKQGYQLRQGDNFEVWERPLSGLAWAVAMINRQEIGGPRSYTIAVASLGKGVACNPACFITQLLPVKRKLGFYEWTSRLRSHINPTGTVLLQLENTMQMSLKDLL
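Fluorogenic readout (Ex 365/Em 440 nm) of 4-methylumbelliferone released from 1 mM 4-MU-alpha-galactoside by spleen homogenate, 40 min at 37C, pH 5.0. Data normalized to no-enzyme and enzyme controls; Hill-equation AC50 from compound titrations.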
L3MBTL1 inh: L3MBTL1 (human) inhibition; AlphaScreen L3MBTL1–H3K9me1 peptide binding; 230,000 compounds, 0.66% hits; AID 485360; Q9Y468; Potency, µM (top dose mostly 57.1 µM), without a hit: top-dose activity, negative = inhibition, most hits filed as inhibitors; further: nearly all actives have a fitted effect of over 60% in size
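Read-out is AlphaScreen signal from streptavidin donor and nickel chelate acceptor beads (10 ug/mL final each) bridging L3MBTL1 (50 nM) and biotinylated K9-monomethylated H3(1-15) peptide (75 nM), after 30 min compound exposure at room temperature.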
ALDH1A1 inh: inhibitors of human aldehyde dehydrogenase 1A1; AID 1030; Potency, µM (doses to about 75.3 µM), inactives show top-dose activity, negative = inhibition, most hits filed as inhibitors; 220,000 compounds, 7.3% hits; P00352; Purified ALDH1A1, NADH fluorescence, propionaldehyde substrate; active means well fitted inhibition curve with a large enough effect, not every such curve was filed as active; inconclusive means small, poorly fitted or top-dose-only effect, or another doubt; inactive means no such curve, though single readings can be large or run the other way;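 further: plate controls were no enzyme wells and a reference inhibitor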
TRb SRC2 PPI: inhibitors of human thyroid hormone receptor beta-SRC2 interaction; P10828; TRbeta-SRC2 peptide binding, fluorescence polarization; receptor liganded with 1 µM T3; Potency, µM (titrated, usually from 106 µM), for the others: top-dose activity change, negative = inhibition, most hits filed as inhibitors; 280,000 compounds, 0.065% hits; AID 1469;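 further: plate controls were bound peptide for no effect and peptide without receptor for full effect; nearly all actives have a fitted effect of over 50% in size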
Target sequence (P10828 whole entry, looked up): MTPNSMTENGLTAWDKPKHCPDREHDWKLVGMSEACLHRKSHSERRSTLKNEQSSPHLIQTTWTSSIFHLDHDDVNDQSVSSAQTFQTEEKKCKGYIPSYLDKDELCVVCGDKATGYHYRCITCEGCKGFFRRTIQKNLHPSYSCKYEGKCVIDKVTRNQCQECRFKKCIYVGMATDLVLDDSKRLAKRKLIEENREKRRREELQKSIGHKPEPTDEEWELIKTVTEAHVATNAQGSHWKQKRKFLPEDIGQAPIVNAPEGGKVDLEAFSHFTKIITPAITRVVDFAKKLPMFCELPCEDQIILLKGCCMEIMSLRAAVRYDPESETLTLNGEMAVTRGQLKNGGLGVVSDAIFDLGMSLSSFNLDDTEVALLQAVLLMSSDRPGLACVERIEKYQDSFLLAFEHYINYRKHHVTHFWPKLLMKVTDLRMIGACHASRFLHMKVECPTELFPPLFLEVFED
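Human TRb LBD (0.6 uM) plus Texas Red-labeled SRC2 peptide (20 nM), 1uM T3, 5% DMSO, 5 hr at ambient temperature. Decreased polarization (555/632 nm) flags inhibition; data normalized to free and bound peptide controls.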
An asterisk follows results filed as active; ? = inconclusive; nt = no result given; [ ] = dose if it differs, or a comment. Unless noted, the call rests on the fitted dose curve; in most records, active means well fitted curve in the direction sought with a large enough effect; inconclusive means small, poorly fitted or top-dose-only effect, or another doubt; inactive means no such curve, though single readings can be large; an effect the other way counts as inactive or inconclusive. Unless noted, on the % scale 0 is the no-effect control and ±100 the full control effect; potency means the concentration at half of the fitted maximal effect.

The first 3 compounds, ahead of the listing:
Second line of a record – Tau fibril ThT | Tau fibril FP | Tau fluor cs | TexasRed fluor | GLA spleen mod | L3MBTL1 inh | ALDH1A1 inh | TRb SRC2 PPI
> O=C(COc1cccnc1[N+](=O)[O-])c1c[nH]c2ccccc12
    ? | 12.0% | ? | -3.7% | -10.9% | -4.5% | ? | 2.7%
> CC(=O)CSc1nc(C(F)(F)F)cc(=O)n1-c1ccccc1
    -9.7% | -1.5% | -11.9% | -0.2% | 1.6% | 10.7% | -9.9% | -10.1%
> COc1ccc(N2CC(O)=C(c3nc(-c4ccc(Br)cc4)cs3)C2=N)cc1
    -16.3% | 10.2% | -10.7% | -2.4% | 5.8% | -6.6% | -2.0% | 2.1%

Main list, repeating the preview:
Second line of a record – Tau fibril ThT | Tau fibril FP | Tau fluor cs | TexasRed fluor | GLA spleen mod | L3MBTL1 inh | ALDH1A1 inh | TRb SRC2 PPI
> O=C(COc1cccnc1[N+](=O)[O-])c1c[nH]c2ccccc12
    ? | 12.0% | ? | -3.7% | -10.9% | -4.5% | ? | 2.7%
> CC(=O)CSc1nc(C(F)(F)F)cc(=O)n1-c1ccccc1
    -9.7% | -1.5% | -11.9% | -0.2% | 1.6% | 10.7% | -9.9% | -10.1%
> COc1ccc(N2CC(O)=C(c3nc(-c4ccc(Br)cc4)cs3)C2=N)cc1
    -16.3% | 10.2% | -10.7% | -2.4% | 5.8% | -6.6% | -2.0% | 2.1%
> O=C(c1ccccc1)c1ccc2nc(N3CCN(c4ccc(F)cc4)CC3)c3nncn3c2c1
    -5.6% | -13.3% | -28.9% | 0.6% | nt | nt | nt | -1.1%
> CC(C)/C=N/NC(=O)c1ccc(Cl)cc1
    ? | 0.3% | -1.5% | -4.0% | -3.5% | -2.8% | ? | 4.9%
> COc1cc(C(c2c(C)[nH][nH]c2=O)c2c(C)[nH][nH]c2=O)ccc1OCc1ccc([N+](=O)[O-])cc1
    10µM* | -7.3% | ? | -7.1% | -1.3% | nt | -13.8% | ?
> COc1ccc(/C=N/NC(=O)c2cc(C)oc2C)cc1OC
    ? | -4.4% | -17.4% | 0.3% | 1.5% | -0.3% | 0.9% | 0.6%
> C=CCn1c(=N)n(CC(=O)OC)c2ccccc21
    0.4% | 7.7% | 7.5% | 1.7% | 8.7% | 0.2% | 13.4% | -13.3%
> CCOc1ccccc1/C=N/NC(=O)CNC(=O)c1ccc(S(=O)(=O)N2CCOCC2)cc1
    -12.1% | -12.0% | -18.2% | -0.9% | 6.3% | -14.5% | -0.3% | 0.6%
> CCOc1ccc(NS(=O)(=O)c2ccc3[nH]cc(C(=O)NC(C)CC)c(=O)c3c2)cc1 (stereo unspecified)
    -6.6% | 0.3% | -8.0% | 0.9% | -4.0% | 1.4% | -3.0% | -10.2%
> CCOC(=O)CNC(=S)N1CCn2c(nc3ccccc32)C1
    -7.5% | 5.7% | -3.0% | 0.6% | -4.6% | nt | 4.5% | 3.8%
> COc1ccc(-c2nnc(C3CCN(C(=O)c4ccccc4F)CC3)o2)cc1
    ? | -8.2% | -12.0% | -1.1% | nt | nt | nt | -2.8%
> COc1ccc(CN2CN(C3CCCC3)CSC2=S)cc1
    -18.4% | -14.4% | -13.5% | 1.5% | -14.4% | nt | ? | 0.3%
> Cc1sc2c(c1C)CN(C1CC(C)(C)NC(C)(C)C1)CN2C(=O)c1ccco1
    ? | -1.1% | -29.3% | 2.4% | 7.4% | -6.8% | -11.5% | -11.7%
> COc1ccc(-c2ccc(-c3noc(-c4cccs4)n3)c(OC)n2)cc1
    ? | -9.6% | -18.7% | 1.8% | 8.3% | -1.1% | ? | -0.7%
> Cc1cc(C)cc(NC(=O)CSc2oc(-c3ccco3)nc2S(=O)(=O)c2ccccc2)c1
    -2.3% | ? | ? | -0.3% | nt | nt | nt | -0.6%
> Cc1nccn1CC(=O)N/N=C/c1ccccc1O
    -11.4% | -8.5% | -11.5% | -3.4% | 20.3% | -25.3% | -4.8% | 1.2%
> COc1ccc(OCCCn2c(C)nc3cc(C)c(C)cc32)cc1
    ? | 4.8% | -13.8% | -1.0% | nt | nt | nt | -2.6%
> CCOC(=O)N1CCN(C(=O)COc2ccc(S(=O)(=O)Nc3ccc(OCC)cc3)cc2)CC1
    2.8% | 11.2% | -4.4% | 4.4% | 3.1% | -1.0% | 2.9% | -8.3%
> Cc1cc(C)nc(SCC(=O)Nc2ccc(N3CCOCC3)c(Cl)c2)n1
    -5.9% | 4.8% | -5.2% | -4.8% | -1.5% | 3.5% | 22.4µM* | 4.2%

Second line of a record – Tau fibril ThT | Tau fibril FP | Tau fluor cs | TexasRed fluor | GLA spleen mod | L3MBTL1 inh | ALDH1A1 inh | TRb SRC2 PPI
> Cc1ccc(C(=O)Oc2cc(-c3ccccc3)no2)cc1
    -15.7% | -4.6% | -10.9% | -4.4% | 5.9% | nt | 3.6% | -1.9%
> CCOC(=O)c1c(/N=C/N(C)C)sc(C=O)c1-c1ccccc1
    2.7% | -0.1% | -0.6% | -0.6% | 4.7% | 5.3% | ? | -2.1%
> CC(=O)Nc1cc(-c2ccc(Cl)cc2)[nH]n1
    9.2% | 7.1% | 14.0% | 0.2% | -8.2% | 0.8% | 4.5% | -3.7%
> O=C(Cn1c(=O)c(=O)n(Cc2ccccc2)c2ccc(Cl)cc21)Nc1ccc(F)cc1F
    0.8% | -6.3% | -5.4% | -4.8% | -5.5% | -3.3%[11.4 µM] | -1.8% | -1.9%
> Cc1cccc(N2CCN(C(=O)c3ccc4c(c3)N(Cc3cccc(Cl)c3)C(=O)c3ccccc3S4=O)CC2)c1C (stereo unspecified)
    1.8% | -1.2% | 9.4% | 2.0% | nt | nt | nt | -3.1%
> CCOC(=O)/C(C(N)=NCCCO)=C(/O)c1ccccc1
    -6.4% | -1.4% | -6.4% | -2.6% | -9.5% | 1.4% | ? | -7.0%
> CC1(C)OC(=O)C(=CNc2ccc(F)cc2)C(=O)O1
    -4.2% | -2.3% | -4.3% | -0.1% | 8.3% | -4.6% | ? | 5.2%
> Oc1c(Br)cc(Br)c2cccnc12
    -14.3% | 2.1% | -11.6% | -1.4% | 5.9% | nt | 10.1% | 10.5%
> CCc1nc2ccc(C(=O)N3CCN(c4cccc(OC)c4)CC3)cc2nc1CC
    -8.8% | 4.3% | -7.0% | 1.4% | nt | nt | nt | 0.3%
> CCN1CCN(C(=O)c2ccc3c(c2)S(=O)(=O)c2ccccc2C3=O)CC1
    2.5% | 4.9% | -1.3% | -1.1% | 1.4% | nt | 7.94µM* | -11.1%
> CCS(=O)(=O)N1CCC(C(=O)Nc2cc(Cl)ccc2O)CC1
    -13.3% | 6.0% | -2.6% | 1.2% | 4.5% | 5.7% | 6.3% | -6.9%
> COc1ccc(-c2nc3ccccc3s2)cc1NC(=O)c1cc2ccccc2o1
    -13.4% | -12.4% | -23.8% | -5.8% | nt | nt | nt | -1.6%
> Oc1ccc(Cl)cc1C1=Nc2ccccc2N=C(c2cccc(Br)c2)C1
    0.5% | -14.6% | -12.1% | -26.4% | nt | nt | nt | -0.8%
> Cn1cc(C(=O)NCCc2ccc(Cl)cc2)c(=O)c2cc(S(=O)(=O)N3CCCCC3)ccc21
    11.4% | -7.5% | -15.6% | -1.5% | nt | nt | nt | 1.7%
> Cc1ccc(-n2c(O)c(C=Nc3ccccc3-c3n[nH]c(=S)[nH]c3=O)c3ccccc3c2=O)cc1C
    7.4% | 3.5% | -0.4% | -3.0% | 0.1% | -14.0% | 3.55µM* | 6.3%
> CCCCC(CCC(=O)Nc1cccc([N+](=O)[O-])c1)C(=O)O (stereo unspecified)
    -2.4% | 0.5% | -1.5% | -3.1% | -0.6% | 8.1% | nt | -3.8%
> COC(=O)c1cc2oc3ccccc3c2n1CC(=O)Nc1ccc(Cl)cc1F
    -13.8% | -3.4% | -23.5% | 6.4% | nt | nt | nt | 6.4%
> CC1=C(C(=O)N2CCOCC2)C(c2ccccc2F)C2=C(CC(C)(C)CC2=O)N1 (stereo unspecified)
    1.1% | -8.9% | -4.5% | -1.5% | 26.7% | 7.1% | ? | -8.6%
> COC(=O)c1c(NC(=O)/C=C/c2ccc(OC)cc2)sc2c1CCC2
    -13.8% | -9.0% | -9.5% | 0.6% | nt | nt | nt | -4.4%
> O=C1CC(c2cccs2)c2cc3c(cc2N1)OCCO3 (stereo unspecified)
    -5.3% | 7.5% | -1.5% | -1.5% | -3.2% | -11.1% | ? | -11.1%

Second line of a record – Tau fibril ThT | Tau fibril FP | Tau fluor cs | TexasRed fluor | GLA spleen mod | L3MBTL1 inh | ALDH1A1 inh | TRb SRC2 PPI
> Cc1cc2nc(C(F)(F)F)[nH]c(=O)n2n1
    1.6% | -1.6% | -2.6% | 1.1% | -14.6% | 4.1% | 1.1% | -6.2%
> O=C(NCc1cccs1)c1cnn2cccnc12
    -4.8% | -3.1% | 0.6% | 0.9% | 2.5% | nt | -15.7% | -3.1%
> COc1ccc(-c2nnc(SCC(=O)Nc3cc(C)on3)n2N)cc1OC
    ? | -2.4% | -1.7% | -3.7% | 1.7% | -0.8% | 14.6% | 6.4%
> CCOC(=O)c1ccc(-c2ccc(/C=N/NC(=O)CN(c3ccccc3Cl)S(C)(=O)=O)o2)cc1
    -7.7% | ? | ? | ? | 5.3% | -4.0% | ? | -4.5%
> FC(F)Oc1cccc2cccnc12
    -1.9% | 8.5% | 6.0% | -2.5% | -10.5% | 3.4% | 8.6% | -3.6%
> S=C(Nc1ccc(Cl)cc1Cl)NC1CCN(Cc2ccccc2)CC1
    0.3% | -3.0% | -19.0% | 0.1% | -12.8% | -2.5% | 8.91µM* | 9.9%
> COc1ccc(-c2c(C)nn(-c3ccccc3)c2N)cc1OC
    -17.5% | 3.5% | -9.9% | -4.5% | -1.0% | -3.5% | 8.1% | -2.2%
> CCCN(CCC)C(=O)c1ccc2c(c1)N(Cc1ccccc1)C(=O)CS2=O (stereo unspecified)
    -1.5% | 2.0% | -4.7% | 0.4% | 3.7% | 4.6% | 1.5% | 5.1%
> Clc1cccc(/C=N/Nc2nnc(Cl)c3ccccc23)c1
    ? | -8.9% | -20.4% | 0.6% | 6.0% | -2.6% | 10.0% | 3.9%
